M1 PAM: positive allosteric modulators of human M1 muscarinic receptor; P11229; CHO-K1 hM1, Fluo-8 calcium fluorescence, ACh EC20; 0% = ACh EC20, 100% = maximal ACh; activation, % at 3 µM; 360,000 compounds, 0.088% hits; in the data active = activation above about 19%, passing the limit was not always enough
CHRM4 PAM: CHRM4 positive allosteric modulation; 360,000 compounds, 0.4% hits; CHO-K1 hM4/Gqi5, Fluo-8 calcium fluorescence, ACh EC20; 0% = ACh EC20, 100% = maximal ACh; P08173; AID 624126; activation, % at 3 µM;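 active = activation above its plate's cutoff, the mean activation of sample wells plus 3 SD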; also: some results filed as inactive read as strong as hits
Target sequence (P08173 whole entry, looked up): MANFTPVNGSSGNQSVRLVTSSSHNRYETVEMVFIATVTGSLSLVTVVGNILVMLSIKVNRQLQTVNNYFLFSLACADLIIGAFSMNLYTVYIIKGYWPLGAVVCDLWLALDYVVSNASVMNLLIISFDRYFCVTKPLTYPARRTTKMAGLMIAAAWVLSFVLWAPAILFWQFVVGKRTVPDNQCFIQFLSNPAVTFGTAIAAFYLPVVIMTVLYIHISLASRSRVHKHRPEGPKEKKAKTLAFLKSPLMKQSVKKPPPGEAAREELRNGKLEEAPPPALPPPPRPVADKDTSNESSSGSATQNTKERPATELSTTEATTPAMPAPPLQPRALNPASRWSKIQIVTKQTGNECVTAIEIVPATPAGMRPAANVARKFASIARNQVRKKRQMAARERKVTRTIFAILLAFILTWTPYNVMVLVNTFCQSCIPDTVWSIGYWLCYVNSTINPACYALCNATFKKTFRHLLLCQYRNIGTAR
CHRM5 agonist: agonists of human muscarinic M5 receptor (CHRM5); P08912; CHO-K1 hM5 cells, Fluo-8 calcium fluorescence; 0% DMSO wells, 100% maximal acetylcholine response; activation, % at 3 µM; 360,000 compounds, 0.19% hits; AID 624037;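 active = activation above the run's mean over test compounds plus 3 SD, cut at about 23% in these data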;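 also: signal is peak over basal fluorescence ratio across the kinetic read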
Target sequence (P08912 whole entry, looked up): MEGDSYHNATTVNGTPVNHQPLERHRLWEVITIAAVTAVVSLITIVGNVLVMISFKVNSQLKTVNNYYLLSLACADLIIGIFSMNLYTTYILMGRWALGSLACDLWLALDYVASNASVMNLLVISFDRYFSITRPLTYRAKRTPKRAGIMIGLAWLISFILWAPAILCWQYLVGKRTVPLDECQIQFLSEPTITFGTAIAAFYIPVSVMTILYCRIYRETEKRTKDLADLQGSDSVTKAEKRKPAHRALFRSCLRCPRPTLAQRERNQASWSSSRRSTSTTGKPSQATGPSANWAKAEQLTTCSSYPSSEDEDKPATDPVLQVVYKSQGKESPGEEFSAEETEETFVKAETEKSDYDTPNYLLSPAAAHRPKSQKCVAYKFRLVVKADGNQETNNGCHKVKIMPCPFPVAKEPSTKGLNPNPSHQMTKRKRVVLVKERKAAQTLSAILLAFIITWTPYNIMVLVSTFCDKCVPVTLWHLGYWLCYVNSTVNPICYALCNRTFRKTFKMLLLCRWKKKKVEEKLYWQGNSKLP
M4 ag: agonists of human muscarinic M4 receptor (CHRM4); P08173; CHO-K1 hM4/Gqi5, Fluo-8 calcium fluorescence; vehicle 0%, full acetylcholine response 100%; activation, % at 3 µM; 360,000 compounds, 0.14% hits; AID 624127;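 active = activation above the run mean over all test wells plus 3 SD, cut at about 32% in these data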;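 also: peak over basal fluorescence ratio per well then scaled between controls; 0% = DMSO wells and 100% = acetylcholine at EC100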
CRFBP-R2 agonist: agonists of human CRF-binding protein/CRF-R2 receptor complex; HEK293 CRF-R2/CRF-BP, calcium dye fluorescence (FLIPR); percent of saturating CRF peptide response; activation, % at 13.2 µM; 350,000 compounds, 0.46% hits;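 active = activation of at least 50%, plus an integration ratio under a set limit after plate pattern correction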;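 also: plate controls were neutral control wells without compound for no effect and CRF at EC100 for full effect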
M5 antag: antagonists of human muscarinic M5 receptor (CHRM5). 360,000 compounds, 0.59% hits. CHO-hM5 cells, Fluo-8 calcium fluorescence, ACh EC80. AID 624040. P08912. inhibition, % at 3 µM;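 active = inhibition above a per-plate cutoff, the mean of that plate's test compounds plus 3 SD, cut at about 27% in these data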;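 also: 0% = acetylcholine EC80 with DMSO and 100% = DMSO without agonist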
CHRM4 antagonist: blocks acetylcholine activation of human M4 receptor; P08173; CHO-hM4 cells, ACh EC80, Fluo-8 calcium fluorescence; inhibition, % at 3 µM; 360,000 compounds, 0.73% hits;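 active = inhibition above its plate's cutoff, the mean inhibition of sample wells plus 3 SD, cut at about 27% in these data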;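 also: 0% = acetylcholine EC80 with DMSO and 100% = DMSO without agonist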
M5 PAM: CHRM5 positive allosteric modulation | P08912 | CHO-K1 hM5, Fluo-8 calcium, ACh EC20 PAM; 0% = ACh EC20, 100% = ACh EC100 | 360,000 compounds, 0.3% hits | activation, % at 3 µM;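 active = activation above the run cutoff, the mean activation of all test compounds plus 3 SD, cut at about 18% in these data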
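Assay system: CHO-K1 hM5 cells. Also added: acetylcholine at EC20 concentration, added after compound. Dosing: 3 µM, single dose. Times: compound preincubation 140 s before EC20 acetylcholine addition. Signal: Fluo-8 calcium fluorescence. Measure: % activation relative to EC20 and EC100 ACh responses. Repeats: singlicate, one well per test compound.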
CRFBP-R2 block: blocks CRF-induced signaling of the CRF-BP/CRF-R2 complex; HEK293 CRF-R2/CRF-BP, CRF-induced calcium fluorescence; inhibition, % at 11.8 µM; 350,000 compounds, 0.59% hits; AID 588475;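 active = inhibition of the ligand-induced calcium signal above about 50% at the single tested concentration, limit read from the data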
* hit, by the source's call; · = no result given.

M1 PAM	CHRM4 PAM	CHRM5 agonist	M4 ag	mol	CRFBP-R2 agonist	M5 antag	CHRM4 antagonist	M5 PAM	CRFBP-R2 block
-15	-11	-8	4	CN(Cc1ccccc1F)C(=O)C1CCCN(C(=O)c2ccc(Cl)cc2)C1 (configuration not stated)	-0.8	5	-3	-12	0
5	-3	-5	1	COc1ccc(NC(=O)C2CCN(C(=O)c3cccs3)CC2)cc1	-4.2	3	1	-4	21
9	1	0	2	CSc1nnc(CNC(=O)C23CC4CC(CC(C4)C2)C3)n1Cc1ccccc1	0.5	5	5	3	-24
-12	-4	-4	4	O=C(Cn1nnc(-c2ccc(Cl)cc2)n1)NC1CCN(Cc2ccccc2)CC1	1.1	3	4	4	-32
-11	1	1	5	CCOc1cc(N2CCOCC2)c(OCC)cc1NC(=O)c1c(-c2ccccc2)noc1C	0.6	-16	-6	15	1
5	-1	-7	1	Cn1c(=O)[nH]c(=O)c2c1ncn2CCN1CCCCC1	1.3	0	1	2	5
-1	-8	3	11	CCOC(=O)N1CCN(C(=O)CNC(=O)c2nn(-c3ccc(OC)c(OC)c3)c(=O)c3ccccc23)CC1	-0.4	3	1	0	-5
3	10	-1	0	CCC(c1nnc(SCC(=O)Nc2ccc(Cl)cc2C(F)(F)F)n1C1CCCCC1)N(C)C (configuration not stated)	0.7	4	-7	-1	-6
-12	2	-1	17	CCCCCn1c(=O)c(-c2nc3ccccc3[nH]2)c(O)c2ccccc21	1.8	5	-1	-8	-20
-1	1	4	11	Cc1nn(C)c(C)c1NC(=O)COc1ccc(Cl)cc1Br	-0.4	10	4	-9	1
17	-4	-4	1	COc1ccccc1N(CC(=O)NCc1ccccc1C)S(=O)(=O)c1ccc(C)cc1	0.1	9	6	2	0
14	-2	-1	0	Cc1ccc(S(=O)(=O)N(C)C)cc1NC(=O)C(C)NC(C)c1cccs1 (configuration not stated)	-0.6	-4	-10	7	-6
-1	-2	0	2	O=C(CSc1nc2ccsc2c(=O)n1NC(=O)c1ccccc1)NCc1ccco1	1.1	5	3	14	3
8	5	-4	6	COc1ccc(CNC(=O)CSc2nc3c(oc4ccccc43)c(=O)n2CC2CCCO2)cc1 (configuration not stated)	-4.9	-2	-26	-2	6
-3	6	-2	1	CC1OC23CCCCC2C(C#N)(C(=N)O3)C1(C#N)C#N (configuration not stated)	2.0	-1	10	4	-6
2	6	-3	3	COc1ccc(N2CCN(C(=O)c3cc(C)oc3C)CC2)cc1	0.2	2	1	4	-1
-6	-8	7	20	COc1cc(C(=O)NCc2cccnc2)ccc1OCC(=O)Nc1cccc(C(F)(F)F)c1	-1.5	16	-2	-24	4
2	-4	-7	2	Cc1ccc(C)c(C(=O)CN2C(=O)NC3(CCCCCC3)C2=O)c1	0.7	5	1	-3	-35
·	6	3	9	OC(CSc1nnnn1-c1ccccc1)Cn1c2ccccc2c2ccccc21 (configuration not stated)	·	-4	-18	0	·
13	-4	-2	3	CN1CCN(S(=O)(=O)c2ccc(Oc3ccc(F)c(Cl)c3)nc2)CC1	-1.2	0	-5	-1	-5
2	4	-2	1	Cc1cc(=O)oc2cc(NC(=O)C3CC(=O)N(Cc4ccccc4)C3)ccc12 (configuration not stated)	-0.7	-9	-1	10	0
5	4	-4	1	Cc1ccc(CN2CCN(/N=C/c3cc(Br)cc(Br)c3O)CC2)c(C)c1	2.1	-10	-24	2	-3
3	3	7	2	CCc1cc2c3c(c1)C1(C(=O)N3C(C)(C)CC2C)C(C#N)=C(N)N2C(=C1C#N)Nc1ccccc12 (configuration not stated)	1.0	-5	3	5	-30
-7	-1	-3	0	COc1ccc(-c2csc(C(O)(c3ccccc3)C(F)(F)F)n2)cn1 (configuration not stated)	·	1	-15	-13	·
2	1	6	2	C[C@]12CCC(=O)C=C1CCC1C2CC[C@@]2(C)C1CCC21OCCO1 (some centres not stated)	1.1	-6	-1	-5	8
-3	-4	-2	-1	Cc1ccccc1NC(=S)NC(=O)C1CCCCC1	-0.2	10	-2	-6	-11
-14	-14	-6	2	C=CCOc1ccccc1CN1CCC(Oc2ccc(C(=O)N3CCCCC3)cc2)CC1	1.1	-1	14	-11	-30
-2	2	4	4	CCOC(=O)c1cc2c(=O)n3ccccc3nc2n(Cc2ccco2)c1=NC(=O)c1ccccc1OCC	0.9	4	0	-4	17
2	-2	3	0	Cn1ncc(C#N)c1NC(=O)c1nn2cccnc2c1Cl	-1.2	3	-2	0	4
6	0	1	1	Cc1cc(C(=O)Nc2c(C)n(C)n(-c3ccccc3)c2=O)on1	-0.5	-5	-5	1	5
1	4	-2	3	CCN(CC)CCCNc1nc(-c2ccccc2)nc2ccccc12	0.6	3	5	-3	-21
-3	-1	9	2	Cc1cc(C)n(Cc2ccc(Cl)nc2)n1	-3.0	3	6	-1	8
10	3	-5	0	CCc1nc(N)c(C#N)c(-c2ccccc2OC)c1C	-0.3	-4	-5	1	2
-18	-12	-4	6	COc1cccc(NC(=O)COC(=O)c2c3c(nc4ccccc24)CCC(C)C3)c1 (configuration not stated)	0.2	26	41*	-22	-45
4	11	-2	-1	CN(C)S(=O)(=O)N1CCc2ccccc2C1	-2.9	0	0	-3	1
-1	-5	1	6	COc1ccccc1/C=C/C=N/NC(=O)c1ccccn1	1.1	6	8	-7	-3

Structures listed above that bear a hit mark in CHRM4 antagonist.
M1 PAM	CHRM4 PAM	CHRM5 agonist	M4 ag	mol	CRFBP-R2 agonist	M5 antag	CHRM4 antagonist	M5 PAM	CRFBP-R2 block
-18	-12	-4	6	COc1cccc(NC(=O)COC(=O)c2c3c(nc4ccccc24)CCC(C)C3)c1 (configuration not stated)	0.2	26	41*	-22	-45

New compounds follow
M1 PAM	CHRM4 PAM	CHRM5 agonist	M4 ag	mol	CRFBP-R2 agonist	M5 antag	CHRM4 antagonist	M5 PAM	CRFBP-R2 block
5	0	-2	2	N#C/C(=C\c1ccc(O)cc1)C(=O)NCc1ccccc1	5.2	8	-3	-1	-5
-2	2	1	0	NS(=O)(=O)c1cccc(NC(=O)COC(=O)CCC(=O)c2cccs2)c1	1.2	6	5	2	3
-2	-5	-1	1	COC(=O)c1cn[nH]c1N	-0.1	-7	-7	1	-5
10	-1	-2	1	Cc1cccc(NC(=O)N2CCN(Cc3ccccc3)CC2)c1	-2.0	1	6	4	4
0	5	-4	1	CS(=O)(=O)c1ccc(Cl)c(NC(=O)Cc2c(Cl)cccc2Cl)c1	1.5	-2	-3	4	11
10	-8	-3	2	Clc1ccc(-n2ncc3c(NCCCn4ccnc4)ncnc32)cc1	0.2	-4	11	3	-17
5	-4	-1	7	Cc1csc(NC(=O)C(Cc2ccccc2)n2cccc2)n1 (configuration not stated)	3.9	1	-4	-4	-18
7	-1	1	1	COc1ccc(NCc2nnc(SCc3ccc(Cl)cc3)n2-c2ccccc2)cc1	2.1	11	11	-4	-39
·	-4	-4	2	C=CCn1nc(C(=O)Nc2ccc(OC)cc2)cc1-c1sc(NC(=O)c2ccccc2)nc1C	·	0	4	-4	·
1	-1	-1	1	Cc1cccc(-n2ncc3c(Nc4c(C)n(C)n(-c5ccccc5)c4=O)ncnc32)c1	5.1	1	2	-2	-19
5	11	2	0	Cc1nc(NC(=O)/C=C/c2ccco2)sc1C	0.0	-10	-6	4	3
-13	-6	-6	2	O=C(c1ccco1)N1CCN(Cc2cccnc2)CC1	-0.7	-4	11	1	12
-1	-9	-13	-2	Cc1ccccc1Nc1c(-c2ccccn2)nc2ccccn12	-4.2	1	8	-4	1
-7	-4	-7	5	CCC(C)NCCCCOc1ccc(Cl)cc1C (configuration not stated)	-1.3	-4	1	7	-27
1	-7	-1	2	O=C(NCc1ccccc1)C(c1ccccn1)N(C(=O)c1csnn1)c1ccccc1F (configuration not stated)	1.2	2	8	-3	-10
3	4	-4	0	CCOc1ccccc1NC(=O)CSc1nnc(C2CC2)n1CC	0.3	-4	-23	-4	4
14	4	3	1	O=C(Nc1nnc(SCC(=O)N2CCCCC2)s1)C1CCCCC1	0.9	1	-1	-1	-48
1	-6	2	7	c1ccc2c(c1)oc1c(Nc3ccc(CN4CCOCC4)cc3)ncnc12	-0.6	6	5	-14	22
0	-3	-1	0	CC(C)C(NC(=O)c1cccs1)C(=O)NC1CCCCC1 (configuration not stated)	-0.9	10	4	-2	0
3	-1	1	1	Cn1cnc2c1c(=O)[nH]c(=O)n2Cc1ccccc1	1.8	6	-3	0	10
4	5	5	1	CC(=O)Nc1ccccc1C(=O)N1CCN(Cc2ccc3c(c2)OCO3)CC1	0.9	-17	-1	2	-1
9	8	1	0	O=C(O)Cc1csc(NC(=O)c2ccco2)n1	-1.5	0	2	-2	7
5	1	-1	1	O=[N+]([O-])c1ccc(Cl)c2cccnc12	-1.9	3	-11	7	-4
3	-2	2	0	CCc1ccc([C@@H]2C[C@H]3[C@@H](CN2S(=O)(=O)c2ccc(C)cc2)C(=O)C[C@@H](c2ccc(Cl)cc2)N3S(=O)(=O)c2ccc(C)cc2)cc1	·	-6	3	0	·
-1	10	-3	0	COc1ccc(/C=C(\NC(=O)c2ccc([N+](=O)[O-])cc2)C(=O)N2CCOCC2)cc1	3.3	-2	-2	-2	5
4	-3	-5	0	COc1cc(C2SCC(=O)N2CCN2CCCCC2)ccc1O (configuration not stated)	0.7	-17	3	10	10
7	2	-4	2	Cc1ccnc(SC2CC(=O)N(c3ccc([N+](=O)[O-])cc3)C2=O)n1 (configuration not stated)	0.7	5	-4	0	8
4	7	-2	2	CCC1CC(/C(C)=N/NC(N)=O)OC1=O (configuration not stated)	1.2	-1	-8	-4	12
9	10	-6	-1	CCCc1cc(=O)[nH]c(SCc2ccccc2)n1	-1.5	-9	-4	8	21
5	2	1	0	CCOc1ccc(C2C(C(=O)c3ccc(C)o3)=C(O)C(=O)N2CCN2CCOCC2)cc1OC (configuration not stated)	-1.3	-2	4	3	3
1	2	2	1	CCOc1ccc(CCN2C(=S)N([C@@H](Cc3ccc(O)cc3)CN3CCC[C@@H]3CN3C(=S)NC[C@@H]3Cc3ccccc3)C[C@@H]2Cc2ccccc2)cc1	·	-3	-14	-6	·
-23	-22	-13	1	CC(C)(C)C(O)(CC#CCN1CCCC1)c1ccccc1 (configuration not stated)	0.9	34*	22	-33	4
5	9	-1	0	O=C(c1ccccc1Cc1ccccc1)N1CCN(S(=O)(=O)c2ccc(F)cc2)CC1	-0.7	4	-6	2	11
7	14	2	1	Cc1ccc2c(C)c(C(=O)Nc3cccnc3)oc2c1	-2.6	3	10	-4	-11
2	5	0	12	O=C(CCCNC(=O)/C(=C\c1ccccc1F)NC(=O)c1ccccc1)OCc1ccccc1	-0.9	-1	-14	-5	4

Quoted at random: four entries already listed
M1 PAM	CHRM4 PAM	CHRM5 agonist	M4 ag	mol	CRFBP-R2 agonist	M5 antag	CHRM4 antagonist	M5 PAM	CRFBP-R2 block
1	-6	2	7	c1ccc2c(c1)oc1c(Nc3ccc(CN4CCOCC4)cc3)ncnc12	-0.6	6	5	-14	22
-18	-12	-4	6	COc1cccc(NC(=O)COC(=O)c2c3c(nc4ccccc24)CCC(C)C3)c1 (configuration not stated)	0.2	26	41*	-22	-45
-6	-8	7	20	COc1cc(C(=O)NCc2cccnc2)ccc1OCC(=O)Nc1cccc(C(F)(F)F)c1	-1.5	16	-2	-24	4
5	-3	-5	1	COc1ccc(NC(=O)C2CCN(C(=O)c3cccs3)CC2)cc1	-4.2	3	1	-4	21

High-throughput results deposited in PubChem BioAssay by several laboratories.
